APOBEC3G inh – blocks human APOBEC3G single-stranded DNA deamination | inhibition, % at 20 µM | recombinant A3G, ssDNA deamination FAM/TAMRA fluorescence | 330,000 compounds, 0.28% hits | Q9HC16 | AID 493012;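 active = inhibition of at least 40% at 20 µM, with no more than 30% in the related APOBEC3A deaminase screen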;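 note: plate controls were DMSO wells with A3G for no effect and wells lacking A3G enzyme for full effect; some compounds called inactive have numbers as strong as hits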
Target sequence (Q9HC16 whole entry, looked up): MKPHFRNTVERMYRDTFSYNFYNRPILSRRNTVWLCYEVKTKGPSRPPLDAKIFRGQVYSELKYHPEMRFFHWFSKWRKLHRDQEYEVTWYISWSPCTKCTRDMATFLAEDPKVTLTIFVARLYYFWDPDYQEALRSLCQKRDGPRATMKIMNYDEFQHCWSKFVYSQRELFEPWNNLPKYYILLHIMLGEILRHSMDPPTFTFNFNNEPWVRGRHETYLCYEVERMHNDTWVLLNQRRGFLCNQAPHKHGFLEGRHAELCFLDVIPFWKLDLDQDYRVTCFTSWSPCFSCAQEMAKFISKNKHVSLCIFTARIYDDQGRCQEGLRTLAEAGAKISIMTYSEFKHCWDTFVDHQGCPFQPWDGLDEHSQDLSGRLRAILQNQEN
A3A deaminase – human APOBEC3A DNA deaminase inhibition | P31941 | recombinant A3A, FAM/TAMRA ssDNA deamination fluorescence | inhibition, % at 20 µM | 330,000 compounds, 0.41% hits;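 active = at least 40% inhibition at 20 µM here, with at most 30% in a related deaminase screen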;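 note: plate controls were A3A with DMSO for no effect and wells lacking A3A enzyme for full effect; some results filed as inactive read as strong as hits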
hIAP inh – human IAP inhibition; purified IAP, CDP-Star luminescence, 30 min; inhibition, % at 10 µM; 330,000 compounds, 0.12% hits; AID 2544;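 active = inhibition reaching a set limit with compound at 10 µM in the primary screen, cut at about 35% in these data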;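 note: plate controls were DMSO wells with enzyme for no effect and no-enzyme buffer wells for full effect; values of inactives mirror those of a sister screen read the other way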
Target sequence (P09923 whole entry, looked up): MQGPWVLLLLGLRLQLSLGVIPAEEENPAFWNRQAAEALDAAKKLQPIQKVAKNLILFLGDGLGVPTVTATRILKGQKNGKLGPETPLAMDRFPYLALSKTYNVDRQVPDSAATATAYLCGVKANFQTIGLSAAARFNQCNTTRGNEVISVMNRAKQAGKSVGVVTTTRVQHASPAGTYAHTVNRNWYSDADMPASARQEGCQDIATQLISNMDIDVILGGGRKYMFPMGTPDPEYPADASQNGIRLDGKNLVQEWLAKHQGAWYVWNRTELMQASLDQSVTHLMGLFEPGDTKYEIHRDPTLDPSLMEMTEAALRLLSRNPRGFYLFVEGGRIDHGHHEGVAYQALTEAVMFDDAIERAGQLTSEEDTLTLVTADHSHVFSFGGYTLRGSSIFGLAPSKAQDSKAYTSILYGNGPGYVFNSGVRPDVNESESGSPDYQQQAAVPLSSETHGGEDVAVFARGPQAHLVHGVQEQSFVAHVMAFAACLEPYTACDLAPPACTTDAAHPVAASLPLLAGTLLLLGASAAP
MPTP inh – permeability transition pore inhibition | isolated mouse mitochondria, Ca2+ swelling absorbance, 30 min | inhibition, % at 10 µM | 360,000 compounds, 1.4% hits;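 active = inhibition of 50% or more, scaled per plate between neutral and stimulator controls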;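 note: 0% = DMSO wells given calcium and 100% = 1 mM EGTA wells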
mIAP act – mouse IAP activation; activation factor at 10 µM; 330,000 compounds, 0.24% hits; muIAP, CDP-Star luminescence, 30 min; stronger effect = higher value; 1 = vehicle-only enzyme signal, 0 = enzyme-free wells; AID 2805;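 active = activation factor of at least 2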; note: the source names both 10 and 20 µM as test concentration; values of inactives mirror those of a sister screen read the other way
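Assay system: mouse IAP enzyme; Reagent: CDP-Star chemiluminescent phosphatase substrate; Compound: DMSO-dissolved test compounds; Incubation: 30 min, room temperature; Technique: luminescence from enzymatic CDP-Star hydrolysis; Controls: DMSO-only wells and no-enzyme negative control.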
GRIN3A LBD mod – modulates the human NR3A ligand-binding domain | NR3A LBD differential scanning fluorimetry, Tm shift; 0% = protein alone, 100% = glycine-bound protein | Tm shift relative to glycine control, % at 25 µM | 340,000 compounds, 2.5% hits | AID 1259313;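 active = melting temperature shift of at least 10% of the positive control shift, at one fixed dose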
mIAP block – blocks mouse intestinal alkaline phosphatase. AID 2806. purified mouse IAP, CDP-Star luminescence, 30 min. 330,000 compounds, 0.2% hits. inhibition, % at 10 µM;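 active = inhibition of at least 40% at 10 µM in the primary screen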;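 note: plate controls were DMSO with enzyme for no effect and no enzyme wells for full effect; values of inactives mirror those of a sister screen read the other way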
MIN6 prolif – inducers of beta-cell replication in MIN6 cells; AID 2380; proliferation, % at 10 µM; 330,000 compounds, 0.29% hits; MIN6 cells proliferation, ATPlite luminescence, 48 h; cells starved in 0.2% serum; 100% = growth in 10% serum;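 active = compounds whose signal lies at least 3.5 SD above the mean of all wells on their plate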;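 note: 0% = DMSO-treated cells in low-serum medium and 100% = 10% serum control; some compounds called inactive have numbers as strong as hits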
hIAP act – increases human intestinal alkaline phosphatase activity | purified human IAP, CDP-Star luminescence, 30 min; stronger effect = higher value; 1 = vehicle-only enzyme, 0 = enzyme-free background | activation factor at 10 µM | 330,000 compounds, 0.16% hits | P09923;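 active = activation factor of the enzyme at least 2-fold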; note: the source names both 10 and 20 µM as test concentration; values of inactives mirror those of a sister screen read the other way
Starred values were filed as active, the others as inactive; · = not tested or not shown.

Fields: APOBEC3G inh	A3A deaminase	hIAP inh	MPTP inh	mIAP act	GRIN3A LBD mod	mIAP block	MIN6 prolif	hIAP act
Cc1nn(CC(=O)NCc2cccs2)c(=O)c2nn(-c3ccccc3)c(C)c12
 : -3	-4	-7	-2.6	1	-2	0	-2	1.1
CN(C(=O)COc1ccc(Cl)cc1)C1(C)CCS(=O)(=O)C1 (stereo unspecified)
 : -3	-2	-4	-2.5	1	-1	0	1	1
O=C(NCCN1CCOCC1)c1ccc(N2CCCC2)c([N+](=O)[O-])c1
 : 1	2	9	1.0	1	-2	-3	-3	0.91
Cc1cc2c(OCC(O)CN3CCCCC3)cccc2[nH]1 (stereo unspecified)
 : -7	-2	-6	1.3	0.97	1	3	0	1.1
COc1ccc(COCC(O)CN(Cc2ccco2)Cc2ccccc2O)cc1 (stereo unspecified)
 : -2	0	14	1.2	0.98	-9	2	-1	0.86
C=CCn1nnnc1SCC(=O)Nc1cccc(C(F)(F)F)c1
 : 23	70*	-5	0.6	0.9	16*	10	-2	1.1
CCOC(=O)Cc1csc(NC(=O)CSc2nnc(-c3ccncc3)o2)n1
 : -7	-2	-11	-1.5	0.98	1	2	0	1.1
CCOC(=O)c1sc(NC(=O)c2ccco2)nc1C
 : -5	-3	13	1.1	0.97	-1	3	-4	0.87
COc1ccc(C(=O)N/C(=C/c2cccnc2)C(=O)N2CCOCC2)cc1OC
 : 0	-1	-8	0.1	1	2	0	-2	1.1
O=C(COC(=O)c1cc(=O)[nH]c2ccccc12)Nc1ccc(Cl)cn1
 : -3	2	12	-0.9	0.89	2	11	2	0.88
C/C(=C\c1ccccc1)C1NC(=O)c2c(sc3c2CCCC3)N1 (stereo unspecified)
 : -5	-2	12	1.1	0.91	1	9	0	0.88
CCN(CC)CCCNC(=O)c1ccccc1C
 : -3	1	-4	0.4	0.96	0	4	6	1
O=C(COC(=O)CNC(=O)c1ccc(Cl)cc1Cl)NNC(=O)c1ccccc1
 : 1	7	-9	0.2	0.78	-1	22	2	1.1
CCOC(=O)c1c(NC(=O)CN2CCOCC2)sc2c1CCCC2
 : -4	-5	-22	0.3	1.1	0	-6	-4	1.2
Cc1c(O)c(=O)ccn1Cc1ccccc1
 : -9	0	-11	0.8	1	-2	-3	-4	1.1
Cc1cc(N2CCOCC2)ccc1/C=C1\NC(=O)N(Cc2ccccc2)C1=O
 : -8	-6	-4	4.0	0.95	0	5	-2	1
O=C(Cn1nc(-c2cccc(Cl)c2)ccc1=O)NCC1COCCO1 (stereo unspecified)
 : -7	0	-4	-2.9	0.97	1	3	-2	1
O=C(NCC(=O)N(Cc1ccc(F)cc1)C(C(=O)NCC1CCCO1)c1ccccc1)c1ccco1 (stereo unspecified)
 : -5	-1	3	-0.7	1	-1	-2	-3	0.97
Cc1ccc(NC(=O)CSc2nc3[nH]ncc3c(=O)[nH]2)cc1
 : 52*	2	-15	0.1	0.97	-1	3	-4	1.2
CCCN(CC(=O)Nc1ccccc1C)C(=O)C1CCN(S(=O)(=O)c2ccccc2C(F)(F)F)CC1
 : -3	-1	6	-1.6	1	1	-5	1	0.94
O=C(Cn1c(=O)oc2cc(S(=O)(=O)N3CCCC3)ccc21)Nc1ccccc1Br
 : -6	-3	-9	7.3	1.1	-1	-7	-3	1.1
CCCC(=O)c1ccc(N2CCCCC2)c(F)c1
 : -5	0	2	-1.3	0.97	0	3	-1	0.98
COc1ccc(-c2ccccc2)cc1NCc1ccccc1C
 : 0	-1	-15	-0.8	1	0	-1	-3	1.2
Cc1ccc(/C=N/n2c(-c3cccc(Cl)c3)n[nH]c2=S)o1
 : 19	-1	2	1.9	1	4	-3	-5	0.98
COc1ccc(C)cc1NC(=O)CN(Cc1nnc(-c2ccc(Cl)cc2)o1)C1CCCC1
 : 0	-1	13	7.6	1.1	-1	-6	-6	0.87
Cc1cccc(-n2nnnc2SCC(=O)c2cc(C)n(Cc3ccco3)c2C)c1
 : -5	3	8	5.1	0.96	-2	4	-1	0.92
Cc1ccc(C)c(SCC(=O)NNC(=O)c2csc(N3CCOCC3)n2)c1
 : -1	0	-75	0.6	0.95	0	5	-2	1.8
CC1(C)NC(=O)N(CCOCCOc2ccccc2)C1=O
 : -2	-2	15	-2.3	1	0	-3	-1	0.85
CCc1nnc(NC(=O)OCc2ccccc2)s1
 : 0	-1	-14	1.4	0.97	2	3	6.0*	1.1
CN(/N=C/c1ccccc1)C(=S)c1ccccc1
 : -8	-5	-1	4.1	1.1	-1	-7	0	1
O=C(NC1CCCC1)C(c1cc2c(cc1[N+](=O)[O-])OCO2)N1CCCC1 (stereo unspecified)
 : -5	0	-14	-0.7	1	0	-1	-1	1.1
COc1ccc(NC(=O)Cc2nnc(SCC(=O)c3ccc(F)cc3)n2C)cc1
 : -9	-3	-16	0.7	0.96	0	4	-1	1.2
Cc1ccc(C)c(C2=CSC3=NCCN23)c1
 : -4	-3	-7	2.9	1.1	0	-6	0	1.1
CCC(CC)C(=O)Nc1cccc(SC)c1
 : -5	-3	5	·	0.96	·	4	-4	0.95
CCOC(=O)C1NN=C(C(=O)c2ccccc2)C1c1ccc(OC)cc1 (stereo unspecified)
 : 3	3	-12	0.3	0.95	-1	5	-4	1.1
COc1ccc(CC(=O)Nc2ccc(-c3noc(-c4ccccc4OC)n3)cc2)cc1
 : -2	-1	-22	12	1.2	4	-16	-2	1.2
COc1cc(/C=C/C(=O)OCC(=O)NCC2CCCCC2)ccc1O
 : -6	-1	7	-0.1	1	1	-4	-4	0.93
COC(=O)c1ccc(NC(=S)NC(=O)c2c(Cl)cnn2C)cc1
 : -5	-2	19	3.7	0.93	-27	7	-2	0.81
CCOC(=O)c1c(-c2ccccc2)csc1NC(=O)c1nn(CC)cc1Br
 : -8	-5	-42	0.9	0.9	-3	10	-3	1.4
CCN(CC)S(=O)(=O)c1ccc(N2CCCC2)c(NC(=O)C2CSC3(C)CCC(=O)N23)c1 (stereo unspecified)
 : -9	-2	6	-1.2	0.99	0	1	-3	0.94
O=C(O)c1ccc2cccc(O)c2n1
 : -2	0	-6	-11	0.78	1	22	10	1.1
Cn1c(NC(=O)c2ccco2)c(-c2ccccc2)c(=O)c2ccccc21
 : -3	1	-65	0.1	0.95	0	5	-1	1.6
CCO/N=C(\C)c1c(O)c(CC)c(-c2ccccc2)n(-c2ccccc2)c1=O
 : -4	-1	12	-1.2	0.96	-1	4	1	0.88
Cc1cc(C)cc(N2C(=O)CC(N3CCOCC3)C2=O)c1 (stereo unspecified)
 : -6	-8	-13	-0.6	0.99	11*	0	-2	1.1
CC(C)(C)C(=O)Nc1cccc(C(=O)c2cccc(NC(=O)C(C)(C)C)c2)c1
 : -4	-1	-3	5.9	1	-2	-2	0	1
Cc1ccccc1-n1ncc(C(C)NS(=O)(=O)c2ccccc2Cl)c1C (stereo unspecified)
 : -9	-2	7	0.5	1	0	-4	0	0.93
COc1cnc(-c2ccccn2)nc1Oc1cccc(C(F)(F)F)c1
 : 0	-2	-26	1.4	0.95	·	5	-1	1.3
CCOCCCNC(=O)C(c1ccccc1)N(Cc1cccs1)C(=O)c1ccccc1O (stereo unspecified)
 : -8	-2	4	-0.9	1	-3	-2	3	0.96
CC(Sc1ccsc1[N+](=O)[O-])C(=O)NCc1ccco1 (stereo unspecified)
 : -2	5	3	0.1	0.89	-1	11	-3	0.97
COc1ccc(CCN2C(=S)N(C)C(=O)C2CC(=O)Nc2ccc(OC)cc2)cc1 (stereo unspecified)
 : -5	-5	20	-0.9	0.95	-4	4	-3	0.8
CC(=O)Nc1ccc(S(=O)(=O)NNC(=O)c2cccc3ccccc23)cc1
 : -7	-1	18	-2.3	0.99	1	1	-3	0.82
CCOC(=O)N1CCC(NC(=O)c2ccc(N3CCC4(CC3)OCCO4)c([N+](=O)[O-])c2)CC1
 : -3	1	1	-0.5	0.96	0	4	-3	0.99
O=C(Nc1cc(C(F)(F)F)ccc1Cl)c1cc2nc3c(c(C(F)(F)F)n2n1)CCCC3
 : -3	-3	2	7.6	0.88	0	12	2	0.98
Cc1cc(=O)[nH]c(SCC2COC3(CCCCC3)O2)n1 (stereo unspecified)
 : -2	-1	13	0.0	0.96	-2	4	2	0.87
Cc1cc(C)nc(N(C#N)Cc2ccc(Br)cc2)n1
 : -4	-6	5	-0.2	1	0	-3	-4	0.95
COc1ccc(S(=O)(=O)N2CCC(C(=O)NCc3ccco3)CC2)cc1C
 : -13	-4	2	1.2	1	-2	-1	0	0.98
O=C(Nc1cccc(C(F)(F)F)c1)c1n[nH]c(Cn2cncn2)n1
 : 1	0	-2	0.8	0.93	-3	7	-2	1
CCNc1nc2c(c(=O)n(C)c(=O)n2C)n1Cc1ccc(Cl)cc1
 : -10	-3	12	28	1.1	2	-5	-6	0.88
O=C(NCCCCc1ccccc1)C1CC(c2cccc([N+](=O)[O-])c2)=NO1 (stereo unspecified)
 : -7	-4	5	-0.1	1	-1	-1	1	0.95
CNS(=O)(=O)c1cc(NC(=O)CCCNC(=O)c2ccc(Cl)cc2)ccc1C
 : -10	6	18	0.5	0.93	-1	7	-1	0.82
CC(C)(C)c1ccc(/C=C/C(=O)Nc2nncs2)cc1
 : -2	2	-5	11	1.1	1	-5	-2	1
O=C(Cn1cnc2ccccc2c1=O)N/N=C/c1ccc(Br)cc1
 : -5	-3	14	1.1	0.84	3	16	-1	0.86

Screening data deposited in PubChem BioAssay by Sanford-Burnham Center for Chemical Genomics.
